Compound activity from PubChem.
LGR2 inh: inhibitors of bursicon-induced LGR2 CRE-luciferase signal, primary screen, cell-based, HEK293, CRE-luciferase reporter, bursicon stimulation. Drosophila bursicon receptor LGR2 (rickets). bursicon-stimulated, 4 h. inhibition, % at 9.99 µM. 380,000 compounds, 0.35% hits. AID 720647, 2013;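 active = drop in luminescence signal, shown as inhibition above about 50% in the replicate tests, limit read from the data, passing the limit was not always enough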;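 also: agonist challenge used bursicon conditioned medium at about half maximal strength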
INS-1E GSIS act: GLuc luminescence reporter in INS-1E cells, primary screen for activators of glucose-dependent secretion of insulin | 370,000 compounds, 0.61% hits | activation, % at 16.6 µM | INS-1E GLuc reporter insulin secretion, 2-3 h;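 active = lowest replicate activation of at least 40%, so every replicate reaches that level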;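 also: 0% = median of neutral control wells and 100% = median of IBMX positive control wells; some compounds called inactive have numbers as strong as hits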
PGC1a acetyl inh: inhibitors of PGC1a acetylation signal, primary screen, cell-based, U2OS, AlphaScreen, inhibitor mode | 350,000 compounds, 0.17% hits | AlphaScreen anti-acetyl-lysine; with virally co-expressed GCN5 acetyltransferase | AID 651687, 2012 | inhibition, % at 15.6 µM;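 active = every replicate shows inhibition of at least 40%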;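 also: 0% = neutral control wells and 100% = positive control wells; some results beyond the cut were filed as inactive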
* marks the source's active call; other numbers are inactive results; & = joins results of further samples. Not all compounds are listed (hit frequency here may not be typical).

SMILES | LGR2 inh | INS-1E GSIS act | PGC1a acetyl inh
COc1ccc2c3c([nH]c2c1)[C@H](CO)N(C(=O)c1cccc(F)c1)CC31CN(C(C)=O)C1 | -3 | 13 | 3
C[C@@H]1CN([C@@H](C)CO)C(=O)c2c(c3ccccc3n2C)-c2ccccc2CO[C@H]1CN(C)Cc1ccc(C(F)(F)F)cc1 | -5 | -29 | -4
CCCNC(=O)N1CC2(C1)CN(C(=O)CC1CC1)[C@H](CO)c1[nH]c3cc(OC)ccc3c12 | -11 | 20 | 5
O=C(Nc1cccc(F)c1)N1CC(=O)N2[C@H](CO)[C@@H](c3ccc(-c4ccccc4F)cc3)[C@@H]2C1 | -6 | -27 | 2
CCC(=O)N1[C@H](CO)[C@H](c2ccccc2)C12CN(C(=O)Nc1cccc(OC)c1)C2 | 9 | -5 | 3
Cc1ccc(CN2CC(=O)N3[C@H](C2)[C@@H](c2ccc(Br)cc2)[C@@H]3CO)cc1 | -2 | 4 | 2
CCS(=O)(=O)N1CC(=O)N2[C@H](CO)[C@@H](c3ccc(C#CCc4ccccc4)cc3)[C@H]2C1 | 4 | 2 | -9
O=C(CC1CC1)N1CC2(C1)[C@H](c1ccccc1)[C@H](CO)N2C(=O)C1CCOCC1 | -10 | -11 | 10
CCS(=O)(=O)N1CC2(CN(C(=O)Nc3c(C)noc3C)[C@H](CO)c3c2c2ccc(OC)cc2n3C)C1 | -11 | 26 | -2
COc1ccc2c3c(n(C)c2c1)[C@H](CO)N(Cc1ccccc1Cl)CC31CCN(C(=O)CC2CC2)CC1 | 5 | -5 | -8
C/C=C/c1ccccc1[C@H]1[C@@H](CO)N(C(=O)CN2CCOCC2)[C@H]1C#N | 13 | -2 | 6
CCCNC(=O)[C@@H]1[C@@H](CO)[C@@H]2Cn3c(cccc3=O)[C@@H]2N1C(=O)C1CC1 | 4 | -6 | 4
C/C=C/c1ccc2c(c1)[C@H]1[C@H](CCN1C(=O)C1CCCC1)[C@@H](CO)N2 | -5 | -3 | -5
COc1ccc2c3c([nH]c2c1)[C@@H](CO)N(C(C)=O)CC31CN(C(C)=O)C1 | -4 | 7 | 1
CCS(=O)(=O)N1[C@@H](CO)[C@H](c2ccccc2)C12CN(C(=O)C1CC1)C2 | -5 | 1 | 7
O=C(c1ccccc1)N1CC(=O)N2[C@H](C1)[C@H](c1ccc(C#Cc3ccccc3)cc1)[C@@H]2CO | 11 | -19 | 3
O=C(C1CCC1)N1CC2(C1)[C@H](c1ccccc1)[C@@H](CO)N2C(=O)CC1CC1 | 6 | 11 | -1
N#C[C@@H]1[C@H](c2ccccc2-c2cccc(F)c2)[C@@H](CO)N1C(=O)CN1CCOCC1 | 6 | -5 | -3
COc1ccc2c3c([nH]c2c1)[C@H](CO)N(Cc1ccccc1)CC31CN(C(=O)NC(C)C)C1 | -5 | -7 | 10
O=C(CC1CC1)N1CC2(C1)[C@H](c1ccccc1)[C@@H](CO)N2C(=O)c1ccccn1 | -2 | -12 | -8
O=C(C[C@H]1C=C[C@H](NC(=O)c2cccnc2)[C@@H](CO)O1)NCc1ccncn1 | 10 | 7 | 4
COc1ccc2c3c(n(C)c2c1)[C@H](CO)N(Cc1ccc(F)cc1)CC31CN(C)C1 | -5 | -4 | -1
COc1cccc(CN2[C@H](CO)[C@@H](c3ccccc3)C23CN(C(=O)C2CCC2)C3)c1 | -16 | 0 | -7
CCS(=O)(=O)N1CCC2(CC1)CN(Cc1ccc3c(c1)OCO3)[C@@H](CO)c1c2c2ccc(OC)cc2n1C | -14 | -18 | -2
CCCNC(=O)N1CC2(C1)CN(C(=O)c1ccccc1)[C@H](CO)c1[nH]c3cc(OC)ccc3c12 | 8 | 7 | -1
COCC(=O)N1CC2(CCN(C(=O)NC(C)C)CC2)c2c(n(C)c3cc(OC)ccc23)[C@H]1CO | -14 | 12 | 8
COCC(=O)N1CCC2(CC1)CN(C(=O)Nc1ccccc1F)[C@@H](CO)c1c2c2ccc(OC)cc2n1C | -9 | -11 | -3
CO[C@@H]1CN(C)C(=O)c2ccc(NC(=O)C3CC3)cc2OC[C@@H](C)N(C(=O)c2cnccn2)C[C@@H]1C | -5 | 13 | -3
COc1ccc(C#Cc2ccc([C@H]3[C@@H](CO)N4C(=O)CN(C(=O)c5ccc(F)cc5)C[C@@H]34)cc2)cc1 | -10 | -11 | -5
CC(C)CC#Cc1ccc([C@H]2[C@H]3CN(C(=O)CN4CCOCC4)CC(=O)N3[C@H]2CO)cc1 | -2 | -2 | -8

Filtered by structure, the entries above with a cyano group
SMILES | LGR2 inh | INS-1E GSIS act | PGC1a acetyl inh
C/C=C/c1ccccc1[C@H]1[C@@H](CO)N(C(=O)CN2CCOCC2)[C@H]1C#N | 13 | -2 | 6
N#C[C@@H]1[C@H](c2ccccc2-c2cccc(F)c2)[C@@H](CO)N1C(=O)CN1CCOCC1 | 6 | -5 | -3

The listing continues:
SMILES | LGR2 inh | INS-1E GSIS act | PGC1a acetyl inh
CC(C)CC#Cc1ccc([C@@H]2[C@H](CO)N3C(=O)CN(C(=O)Cc4ccccc4)C[C@@H]23)cc1 | 5 | -8 | -3
N#C[C@@H]1[C@H](c2ccccc2-c2cccc(F)c2)[C@H](CO)N1S(=O)(=O)c1cccc(F)c1 | 4 | -9 | -10
CCCNC(=O)N1CC(=O)N2[C@H](CO)[C@H](c3ccc(-c4ccc(F)cc4)cc3)[C@@H]2C1 | 3 | -19 | 1
O=C(Nc1cccc(F)c1)N1CC(=O)N2[C@H](CO)[C@H](c3ccc(-c4ccccc4F)cc3)[C@@H]2C1 | 0 | -29 | -5
COc1ccc2c3c(n(C)c2c1)[C@H](CO)N(Cc1ccncc1)CC31CCN(C(=O)Cc2ccncc2)CC1 | -4 | -3 | 2
COCC#Cc1ccc([C@@H]2[C@@H](CO)N3C(=O)CN(C(=O)Nc4ccccc4F)C[C@H]23)cc1 | -4 | 6 | -1
CCC(=O)N1CC2(CN(C(=O)NC(C)C)C2)c2c(n(C)c3cc(OC)ccc23)[C@@H]1CO | -9 | 28 | -11
O=C1CN(S(=O)(=O)Cc2ccccc2)C[C@H]2[C@@H](c3ccc(C#Cc4cccnc4)cc3)[C@@H](CO)N12 | 6 | -6 | 17
COc1ccc2c3c(n(C)c2c1)[C@@H](CO)N(C(=O)Nc1cccc(F)c1)CC31CCN(C)CC1 | -6 | -9 | 12
COc1cccc(NC(=O)N2CC(=O)N3[C@@H](CO)[C@H](c4ccc(Br)cc4)[C@@H]3C2)c1 | 4 | -9 | 15
O=C(C[C@@H]1CC[C@@H](NC(=O)C2CCOCC2)[C@@H](CO)O1)NCc1ccncc1 | -1 | 3 | 4
Cc1cccc(C(=O)N/N=C/c2ccc(OC3CSC3)cc2)c1 | 0 | -10 | -1
CC=Cc1ccc2n(c1=O)C[C@H]1[C@H](CO)[C@@H](C(=O)NCc3ccccc3)N(CC)[C@@H]21 (mixture of isomers) | -12 | 13 | -7
CCS(=O)(=O)N1CC2(CN(Cc3ccccc3F)[C@H](CO)c3[nH]c4cc(OC)ccc4c32)C1 | 14 | -10 | 1
C[C@H]1CN([C@@H](C)CO)C(=O)c2cccc(NC(=O)Nc3cccc4ccccc34)c2O[C@H]1CN(C)Cc1ccc(-c2ccccc2)cc1 | 6 | 11 | -8

The last 2 records of the section above are carried over, then new ones follow:
SMILES | LGR2 inh | INS-1E GSIS act | PGC1a acetyl inh
CCS(=O)(=O)N1CC2(CN(Cc3ccccc3F)[C@H](CO)c3[nH]c4cc(OC)ccc4c32)C1 | 14 | -10 | 1
C[C@H]1CN([C@@H](C)CO)C(=O)c2cccc(NC(=O)Nc3cccc4ccccc34)c2O[C@H]1CN(C)Cc1ccc(-c2ccccc2)cc1 | 6 | 11 | -8
CCC(=O)N1C[C@H](C)[C@@H](OC)CN(C)C(=O)c2cc(NC(=O)CC(F)(F)F)ccc2OC[C@H]1C | -12 | 14 | -2
COc1ccc2c3c(n(C)c2c1)[C@H](CO)N(Cc1nccs1)CC31CCN(C(=O)CN(C)C)CC1 | -7 | -1 | -1
COc1cccc(C#Cc2ccc([C@H]3[C@@H](CO)N4C(=O)CN(C(=O)Cc5cccnc5)C[C@H]34)cc2)c1 | 17 | 3 | -10
O=C(Nc1cccc(F)c1)N1CC(=O)N2[C@H](C1)[C@@H](c1ccc(-c3ccccc3F)cc1)[C@@H]2CO | 15 | -5 | 4
COc1ccc2c3c(n(C)c2c1)[C@H](CO)N(Cc1ccccc1)CC31CN(C)C1 | 4 | 2 | -6
C/C=C/c1ccc([C@H]2[C@@H](CO)N(C(=O)CN(C)C)[C@@H]2CNC(=O)CC)cc1 | -3 | 13 | 6
O=C(c1ccc2c(c1)OCO2)N1CC(=O)N2[C@H](CO)[C@H](c3ccc(C#Cc4ccccc4)cc3)[C@H]2C1 | -1 | -15 | 10
CCCC(=O)N1CC2(CCN(S(C)(=O)=O)CC2)c2c([nH]c3cc(OC)ccc23)[C@@H]1CO | -17 | -4 | 9
COc1ccc2c3c(n(C)c2c1)[C@@H](CO)N(C)CC31CN(C(=O)CN2CCOCC2)C1 | 9 | 16 | 3
CCC(=O)N1CC(=O)N2[C@H](CO)[C@@H](c3ccc(-c4ccccc4F)cc3)[C@@H]2C1 | 3 | 3 | 13
C[C@H]1CN([C@@H](C)CO)C(=O)c2cccc(NS(=O)(=O)c3ccc(Cl)cc3)c2O[C@H]1CN(C)S(=O)(=O)c1cn(C)cn1 | 14 | 9 | 0
COc1ccc2c3c([nH]c2c1)[C@H](CO)N(C(=O)Nc1ccc(F)cc1)CC31CCN(S(=O)(=O)c2ccccc2)CC1 | 21 | -2 | 0
O=C(C[C@@H]1CC[C@@H](NC(=O)Cc2cccnc2)[C@H](CO)O1)Nc1ccccc1 | -7 | 9 | 4
CO[C@H]1CN(C)C(=O)c2ccc(NC(=O)NC(C)C)cc2OC[C@H](C)N(C)C[C@@H]1C | 6 | 13 | 5
COc1ccc2c3c(n(C)c2c1)[C@H](CO)N(C(=O)CC1CC1)CC31CCN(Cc2nccs2)CC1 | 5 | 8 | -1

Pulled by compound from above, 2 records:
SMILES | LGR2 inh | INS-1E GSIS act | PGC1a acetyl inh
CCC(=O)N1C[C@H](C)[C@@H](OC)CN(C)C(=O)c2cc(NC(=O)CC(F)(F)F)ccc2OC[C@H]1C | -12 | 14 | -2
O=C(C[C@@H]1CC[C@@H](NC(=O)Cc2cccnc2)[C@H](CO)O1)Nc1ccccc1 | -7 | 9 | 4

Next part
SMILES | LGR2 inh | INS-1E GSIS act | PGC1a acetyl inh
CCCC(=O)N1CCC2(CC1)CN(C(=O)Nc1c(C)noc1C)[C@H](CO)c1c2c2ccc(OC)cc2n1C | -2 | -2 | 3
O=C(C1CCCC1)N1C[C@@H]2N[C@H](C1)C2c1ccc(-c2cccc(F)c2)cc1 (some centres not stated) | -16&8 | 20&4 | -17&-4
CO[C@@H]1CN(C)C(=O)c2cc(NS(C)(=O)=O)ccc2OC[C@H](C)NC[C@@H]1C | 6 | 9 | 3
COCC(=O)N1[C@H](CO)[C@@H](c2ccccc2)C12CN(C(=O)c1ccc(F)cc1)C2 | 5 | 8 | -3
N#C[C@@H]1[C@H](c2ccccc2-c2cccc(F)c2)[C@H](CO)N1C(=O)NC1CCCCC1 | 7 | -9 | -13
COc1ccc2c3c([nH]c2c1)[C@H](CO)N(C(=O)c1cccc(F)c1)CC31CN(S(=O)(=O)c2cccs2)C1 | 9 | -8 | -9
COc1ccc2c3c([nH]c2c1)[C@@H](CO)N(C(=O)c1ccncc1)CC31CN(C(=O)CC2CC2)C1 | -9 | 45 | -1
CCCNC(=O)C[C@H]1CC[C@H]2[C@@H](COc3ccc(NC(=O)c4cccc(Cl)c4)cc3C(=O)N2C)O1 | 5 | -1 | 5
CCC(=O)N1[C@H](CO)[C@@H](c2ccccc2-c2ccccc2)[C@@H]1C#N | 2 | 7 | -5
N#C[C@H]1[C@@H](c2ccccc2-c2cccc(F)c2)[C@@H](CO)N1C(=O)C1CCCC1 | -5 | -35 | 10
CO[C@H]1CN(C)C(=O)c2cc(NC(=O)NC(C)C)ccc2OC[C@@H](C)N(S(C)(=O)=O)C[C@@H]1C | 3 | 6 | 2
COc1ccc2c3c([nH]c2c1)[C@@H](CO)N(C(=O)c1ccncc1)CC31CCN(C)CC1 | 1 | 13 | -2
COc1ccc2c3c(n(C)c2c1)[C@@H](CO)N(C(=O)Nc1ccc(F)cc1)CC31CN(Cc2ccccc2F)C1 | -12 | -17 | -23
O=C1CN(S(=O)(=O)Cc2ccccc2)C[C@H]2[C@@H](c3ccc(C#Cc4cccc(F)c4)cc3)[C@@H](CO)N12 | 7 | -24 | -13
O=C(C[C@H]1C=C[C@H](NC(=O)C2CCOCC2)[C@H](CO)O1)Nc1ccccc1 | 19 | 2 | 8
COc1cccc(S(=O)(=O)N[C@@H]2C=C[C@H](CC(=O)NCc3ccccc3)O[C@@H]2CO)c1 | -4 | 9 | -6
COc1ccc(NC(=O)N2CC(=O)N3[C@H](CO)[C@@H](c4ccc(C5=CCCC5)cc4)[C@H]3C2)cc1 | 4 | -16 | -13
CC(=O)N1[C@H](CO)[C@H](c2ccccc2)C12CN(C(=O)CN1CCOCC1)C2 | 6 | 12 | 10
O=C(c1ccccc1)N1CC(=O)N2[C@H](C1)[C@H](c1ccc(C#CCC3CCCC3)cc1)[C@@H]2CO | 15 | -6 | -8
COc1cccc(-c2ccc3c(c2)[C@H]2[C@H](CCN2C(=O)C2CC2)[C@@H](CO)N3)c1 | -2 | -2 | -10
